GPR151 activ: human GPR151 activation; activation, % at 11.2 µM; Q8TDV0; PathHunter beta-arrestin GPR151 cells, luminescence; 1% of 650,000 active; in the data active = activation above about 4.9%;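 also: 0% = median of compound wells and 100% = cells with positive control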
Target sequence (Q8TDV0 whole entry, looked up): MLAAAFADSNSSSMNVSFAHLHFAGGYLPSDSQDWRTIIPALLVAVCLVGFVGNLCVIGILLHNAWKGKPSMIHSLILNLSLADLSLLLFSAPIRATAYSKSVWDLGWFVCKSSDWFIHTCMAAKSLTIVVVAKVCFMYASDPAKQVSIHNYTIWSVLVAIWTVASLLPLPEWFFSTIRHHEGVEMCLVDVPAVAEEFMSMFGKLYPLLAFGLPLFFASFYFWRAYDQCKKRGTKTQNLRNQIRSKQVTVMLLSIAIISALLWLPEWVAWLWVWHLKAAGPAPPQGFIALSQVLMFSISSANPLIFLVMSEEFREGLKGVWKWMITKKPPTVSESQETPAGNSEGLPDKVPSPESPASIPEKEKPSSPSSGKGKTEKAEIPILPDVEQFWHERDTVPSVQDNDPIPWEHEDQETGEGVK
MITF primary: blocks human microphthalmia-associated transcription factor | AlphaScreen MITF homodimerization, bead proximity signal | inhibition, % at 2.6 µM | 0.91% of 650,000 active | AID 1259374; in the data active = inhibition above about 50%;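 also: 0% = vehicle wells with protein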
Target sequence (O75030 whole entry, looked up): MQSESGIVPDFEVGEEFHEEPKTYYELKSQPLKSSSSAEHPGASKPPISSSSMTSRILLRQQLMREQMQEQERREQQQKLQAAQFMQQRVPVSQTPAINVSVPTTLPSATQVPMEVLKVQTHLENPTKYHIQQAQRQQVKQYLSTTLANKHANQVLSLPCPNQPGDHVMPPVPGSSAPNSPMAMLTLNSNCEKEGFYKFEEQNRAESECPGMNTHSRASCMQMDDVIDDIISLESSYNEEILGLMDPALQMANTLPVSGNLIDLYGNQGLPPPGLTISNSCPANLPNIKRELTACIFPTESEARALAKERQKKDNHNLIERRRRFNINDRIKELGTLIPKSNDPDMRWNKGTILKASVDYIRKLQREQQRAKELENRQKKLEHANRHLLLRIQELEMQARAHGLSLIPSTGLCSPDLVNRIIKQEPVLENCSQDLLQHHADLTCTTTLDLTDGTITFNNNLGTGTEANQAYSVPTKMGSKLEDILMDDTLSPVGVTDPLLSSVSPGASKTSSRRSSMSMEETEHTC
TEAD-YAP block: TEAD-YAP interaction inhibition. 1.4% of 640,000 active. HEK-TIYL cells, TEAD-Gal4/YAP UAS-luciferase luminescence. inhibition, % at 9.12 µM; in the data active = inhibition above about 32%;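 also: 0% = median of test compound wells and 100% = reference inhibitor wells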
FBW7 act: activators of human E3 ligase FBW7. AlphaScreen FBW7–phospho-cyclin E peptide binding, activator screen. normalized activity (activation), % at 26.1 µM. AID 1259310. 0.13% of 650,000 active; in the data active = normalized activity above about 1.9%;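 also: purified mutant Fbw7 with reduced substrate affinity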
Starred values were filed as active, the others as inactive; & = joins results of further samples. This is a random part of the collection; 3.4% or so of the library scored in one or more.

compound,GPR151 activ,MITF primary,TEAD-YAP block,FBW7 act
COc1cc(/C=C(\C#N)c2nc3ccccc3[nH]2)ccc1Oc1nc2c(c(=O)n(C)c(=O)n2C)n1C,-1.3,-1.2,-15.2,0.2
COc1ccccc1NC(=O)c1cc(OC)c(OC)cc1OC,1.3,0.7,-10.7,-0.1
c1ccc(CN2CCC(Nc3nc4ccccc4c4nc(-c5cccnc5)nn34)CC2)cc1,1.1,3.7,-1.1,0.0
COC(=O)CNc1ncnc2c1nnn2Cc1ccccc1,-1.4,-2.2,-3.6,-0.1
O=C(Cc1ccc(F)cc1)NCC1(c2cccs2)CCOCC1,0.5,14.1,13.0,0.8
COC(=O)CSc1nnc(CNC(=O)c2cccc(C)c2)n1C,0.6,5.3,1.9,0.0
O=C(COC(=O)c1cccc(Cl)c1)NCC(F)(F)F,-1.1,1.8,-2.0,0.1
O=C(c1ccc(NCc2ccc(Cl)cc2)c([N+](=O)[O-])c1)N1CC2CC(C1)c1cccc(=O)n1C2 (stereo not drawn),0.1,-3.7,5.8,-0.1
Cc1ccc(C(=O)NC2CCS(=O)(=O)C2)cc1S(=O)(=O)N1CCOCC1 (stereo not drawn),2.3,-1.2,-3.8,-0.5
CN(C)CC(C)(C)CNC(=S)Nc1cccc(S(=O)(=O)N(C)C)c1,1.0,-3.6,-5.1,-0.2
C/C(=N\N=C1\NC(=O)C(CC(=O)Nc2ccccc2C(F)(F)F)S1)c1ccccc1 (stereo not drawn),-0.3,-0.2,2.5,-0.1
O=C(N/C(=C/c1ccc([N+](=O)[O-])cc1)c1nc2ccccc2[nH]1)c1ccco1,0.2,13.8,-4.0,0.0
CCOC(=O)/C(C#N)=c1\[nH]/c(=C(/C#N)C(=O)OCC)c2ccccc12,-1.2,-3.4,-5.5,0.0
Oc1c(CN2CCN(Cc3ccc4cccnc4c3O)CC2)ccc2cccnc12,-1.7,113.8*,38.0*,-0.4
Cc1cccn2c(=O)c3cc(C(=O)NCCCN4CCCC4=O)n(C)c3nc12,1.1,-2.5,-21.4,-0.2
Cc1ccnc(N2C(=O)c3ccc(Oc4ccc5c(c4)C(=O)N(c4cc(C)ccn4)C5=O)cc3C2=O)c1,2.1,5.5,-9.0,0.0
COc1ccc(S(=O)(=O)N(CC(=O)N2CCOCC2)c2ccc(C)cc2)cc1,-0.2,12.0,8.2,0.3
CCc1ccc(-n2c(=S)sc3c(=O)n(-c4ccccc4C)c(SCC(=O)Nc4nccs4)nc32)cc1,-1.0,-8.8,-3.4,-0.1
N#Cc1ccc(Oc2ccc(N3C(=O)C4C5C=CC(C5)C4C3=O)cc2)cc1 (stereo not drawn),0.2,4.1,21.9,-0.1
FC(F)(F)c1cc(-c2ccnc(Nc3ccc(N4CCOCC4)nc3)n2)cc(N2CCOCC2)c1,-1.0,2.5,-10.6,-0.5
CCOC(=O)Cc1nnc(NC(=O)CSc2nnc3c4ccccc4n(C)c3n2)s1,-0.3,-0.5,5.8,0.0
CC12CC(NC(=O)N1c1ccc(C(=O)NC3CCCCC3)cc1)c1ccccc1O2 (stereo not drawn),0.3,25.1,-6.5,1.2
CCCCNC(=O)/C(C#N)=C/c1ccc(F)cc1,-0.9,16.6,7.5,0.3
COc1ccc(OC)c(C2C3CN(C(C)C)CC=C3C(C#N)=C(N)C2(C#N)C#N)c1 (stereo not drawn),-0.2,-9.3,4.2,-0.3
O=C(CCCOc1ccc(Cl)cc1Cl)N1CCCCC1,1.7,7.5,-92.7,0.3
O=C(NCc1ccco1)C(c1ccc(F)cc1)N(C(=O)Cc1cccs1)c1cccnc1 (stereo not drawn),0.7,8.9,4.9,0.5
Cc1nc(Nc2ccc(NC(=O)C(C)C)cc2)cc(-n2ccnc2)n1,-0.4,-6.7,-9.4,-0.1
CCOC(=O)C1CCN(c2ccc(N3C(=O)C4CC=CCC4C3=O)cc2[N+](=O)[O-])CC1 (stereo not drawn),0.4,17.7,7.9,0.2
C=CCn1c(SCC(=O)CC(=O)OCC)nc2cc(C(=O)NCC3CCCO3)ccc2c1=O (stereo not drawn),4.4,9.1,8.8,0.0
COc1ccccc1NC(=O)CSc1nsc(SCC(=O)Nc2ccccc2OC)n1,1.0,7.3,-9.2,-0.1
Fc1ccc(-c2nc3ccccn3c2NCc2ccco2)cc1,-1.4,4.2,-22.4,0.2
COc1cc(/C=C(\C#N)c2nn(-c3ccccc3)c(N)c2C#N)cc(OC)c1OC,0.4,19.7,10.4,1.0
CC(C)N(Cc1ccccc1)C(=O)Cn1c(=O)oc2ccccc21,0.2,4.0,-1.9,-0.1
CC(C)(C)c1ccc(COC(=O)c2ccc(S(N)(=O)=O)cc2)cc1,0.7,-21.9,12.9,0.1
COc1ccc(-c2ccc(=O)n(CC3CCN(C(=O)c4cccs4)CC3)n2)cc1OC,-1.1,-3.0,-31.4,-0.1
CN(C)CCN1C(=O)C(=O)/C(=C(\O)c2ccccc2)C1c1ccc(Br)cc1 (stereo not drawn),-0.4,-4.7,-3.2,0.8
O=C(Nc1ccc(O)c(-c2nc3ccccc3s2)c1)c1ccc(F)cc1,1.7,-8.9,1.8,0.0
O=C(O)CNC(=O)/C=C/c1cccc(Cl)c1,0.5,1.6,-1.1,0.1
CC(=O)CC(=O)NC(=NC1CCCCC1)Nc1nc(C)cc(C)n1,-1.0,-0.7,-0.7,0.1
CCn1c(C(=O)O)c(CNC2CCCCC2C)c2ccccc21 (stereo not drawn),-0.7,3.2,-2.8,-0.1
Cc1ccc(OCCSc2nc(C)cc(=O)[nH]2)cc1,-3.5&-3.0&-2.0,3.5&9.7&0.7,-40.3&-42.4&-35.1,-0.1&-0.1&-0.1
O=C(Nc1c2c(nn1-c1ccc([N+](=O)[O-])cc1)CSC2)c1cccs1,1.3,12.3,5.2,0.0
CCCCOC(=O)c1sc2nc3c(c(-c4ccco4)c2c1N)CCCC3,-1.2,0.5,14.9,0.1
Cc1ccc(CN[C@H]2C[C@H]3C(=O)N[C@@H](Cc4ccc(Cl)cc4)C(=O)N3C2)cc1C,-0.6,-4.6,-8.7,-0.1
CNC(=O)c1c(NC(=O)c2ccccc2)sc2c1CCC(C(C)(C)C)C2 (stereo not drawn),-0.2,8.8,-21.9,0.1
COCCNC(=O)C(OC(=O)c1ccco1)c1ccc(OC)cc1 (stereo not drawn),-0.4,26.6,6.2,0.0
Cc1cc(NC(=O)c2cc(-c3ccccn3)nc3c(Cl)cccc23)no1,-1.2,-11.6,3.0,-0.1
Cn1c(SCC(=O)NC2CCCC2)nc2c(c1=O)SCC2,0.7,-9.3,-6.8,-0.3
C=CCn1c(Cc2ccccc2)nc2ccccc21,-1.1,4.3,9.0,0.1
CCCCN1C(=O)c2cccc3c(Cl)ccc1c23,-0.5,1.7,1.7,0.3
CCOC(=O)c1nnn(-c2nonc2N)c1CN1CCN(C23CC4CC(CC(C4)C2)C3)CC1,-1.2,7.5,6.2,0.1
CCOc1ccc(-n2c(CNC(=O)c3ccc(S(=O)(=O)N4CCOCC4)cc3)nnc2SCC(=O)Nc2nnc(C)s2)cc1,0.8,0.7,4.5,-0.1
COc1cc(OC)cc(C(=O)Nc2ccc(N(C)C(C)=O)cc2)c1,-6.4,7.6,-6.1,0.1
COc1ccc2c(c1)CCC1C2CC[C@@]2(C)C1CC[C@@H]2NCCCCCCN1C(=O)C=CC1=O (stereo partly drawn),0.7,15.2,4.2,-0.1
CCOc1ccc(C2C(C#N)=C(N)N(c3ccc(F)cc3)C3=C2C(=O)CCC3)cc1 (stereo not drawn),1.0,3.7,-1.0,-0.1
COc1ccc(CN(Cc2cc3ccc(C)cc3n3nnnc23)C(=O)C2CC2)cc1,-0.1,-5.4,0.1,0.0
O=C(N/N=C/c1ccc(Br)cc1)c1ccc(F)cc1,-0.7,11.5,-50.0,0.0
Cn1c(=O)c(=O)n(C)c2cc(S(=O)(=O)Nc3cccc(C(F)(F)F)c3)ccc21,0.6,-2.9,2.3,0.1
N#CC1=C(N)N(c2cccc(F)c2)C(=O)C1,0.8,-17.1,8.8,0.0
COc1ccc(OC)c(N2C(=O)CCCC2=O)c1,0.1,-1.1,-7.4,0.0

Carrying on:
compound,GPR151 activ,MITF primary,TEAD-YAP block,FBW7 act
COc1ccc2nc(N3CCC(NC4CCCCC4)CC3)nc(C)c2c1,1.2,-11.2,6.1,0.2
Cc1cc(/C=N/n2cnnc2)c(C)n1-c1ccc(Br)cc1F,-0.7,10.0,4.7,0.6
CCn1c(=O)c(C(=O)Nc2ccc(I)cc2)c(O)c2ccccc21,-0.7,-8.1,1.4,0.0
CC1(C)CC1(C#Cc1ccccc1)C(=O)O (stereo not drawn),1.2,-13.7,5.0,0.0
COc1cccc(NS(=O)(=O)c2cc(C(=O)OCc3ccccc3F)ccc2NCc2ccccc2Cl)c1,-0.1,-3.4,-9.3,0.1
CN(C(=O)c1ccccn1)C(Cc1ccccc1)C1CCN(C(=O)C2CCCO2)CC1 (stereo not drawn),-1.3,-6.9,-21.5,-0.1
CCC(=O)N=c1sc2c3ccccc3ccc2n1C,0.9,2.3,2.3,0.3
COc1ccc(-n2c(SCC#N)nc3c(sc(=S)n3-c3ccccc3)c2=O)c(OC)c1,-0.3,13.0,0.8,0.1
Cc1ccc(-n2cc(-c3ccccc3)c3c(NC4CCCC4)ncnc32)cc1Cl,-2.0,-4.2,1.3,-0.2
O=c1[nH]c(/C=C/c2ccc(Br)cc2)nc(O)c1[N+](=O)[O-],0.8,6.9,15.7,-0.1
O=C(Nc1ccc(F)cc1)C1(S(=O)(=O)c2ccc(Cl)cc2)CC1,-1.3,-4.1,-6.7,1.4
CCOc1ccc(-c2nc(C(N)=O)c3[nH]c(=O)n(C(C)C)c3n2)cc1,-0.3,28.6,9.6,-0.1
Cc1cnc(Oc2ccccc2)nc1NCCOc1ccccc1,-0.3,2.5,4.0,0.1
Cn1cnnc1SCC(=O)Nc1nnc(-c2ccccc2)s1,-1.6,-7.3,-45.0,-0.1
CCCC(=O)Oc1ccc(N(C(=O)CCC)S(=O)(=O)c2ccc(Cl)cc2)cc1Br,3.1,22.8,-0.1,0.6
CCOc1ccccc1NC(=O)CS,-1.4,0.2,1.7,0.1
Cc1ccc(NC(=O)CN2CCN(Cc3nc4ccccc4[nH]3)CC2)cc1Cl,1.0,-9.0,5.0,0.0
COCCNC(=O)c1ccc2c(c1)nc(C)n2-c1cccc(C)c1,-0.3,2.0,-3.8,-0.1
Cc1ccc(-n2cc(C(=O)NCc3ccc(F)cc3)c3ccccc3c2=O)cc1C,1.1,-8.2,-2.2,0.1
O=C(NC1CCCC1)c1ccc(F)cc1,0.0,-12.5,4.9,0.1
NC(=O)CC12CC3CC(C1)CC(C(N)=O)(C3)C2,0.1,4.1,5.1,0.0
COc1ccc(S(=O)(=O)N(CC(=O)NCC(C)C)Cc2ccccc2)cc1,0.7,-4.1,15.8,0.0
CCOc1ccc(-c2[nH]ncc2CNCc2ccc(C)o2)cc1,-0.3,12.4,-4.3,-0.2
COC(=O)c1ccc2ncccc2c1,-0.1,-2.1,-11.8,-0.1
Cc1ccc(N(CC(=O)O)S(=O)(=O)c2c(C)noc2C)cc1,0.9,3.7,-4.4,-0.2
CCSc1nnc(C2CCN(CC(=O)Nc3cccc4ccccc34)CC2)n1C,-0.5,1.0,4.4,2.8*
Cc1nn(-c2ccccc2)c(-n2cccc2)c1C(=O)NCCCN1CCOCC1,-1.2,-11.8,-14.8,0.1
CC1=NOC(=O)C1C(C)(C)C1C(=O)ON=C1C (stereo not drawn),-0.2,47.0,-7.4,0.1
Nc1ccc(Oc2ccc3ccccc3c2Cl)c(Cl)c1,2.2,10.0,-9.4,0.6
O=C(Nc1c(Cl)cccc1Cl)N[C@H]1C[C@H]2C(=O)N[C@H](CO)C(=O)N2C1,0.4,0.5,8.2,0.1
O=C1C2C3CCC(C3)C2C(=O)N1c1ccccc1 (stereo not drawn),1.0,-11.8,0.9,-0.1
Cc1ccccc1-c1nsc(SCC(=O)Nc2cccc(C)c2C)n1,-0.5,18.0,-12.1,0.9
CC1(C)CC(=O)c2cc(C#N)c(SCc3ccc(Cl)cc3)nc2C1,-1.1,26.0,-10.5,-0.1
CC(C)(NC(=O)c1cccc(C(F)(F)F)c1)c1ccncc1,-1.2,-8.3,-17.2,0.1
Cc1ccccc1Nc1nc(-c2ccc(Cl)c(Cl)c2)cs1,-0.2,8.4,-2.6,0.4

Five successive entries out of the list so far, quoted:
compound,GPR151 activ,MITF primary,TEAD-YAP block,FBW7 act
CC1=NOC(=O)C1C(C)(C)C1C(=O)ON=C1C (stereo not drawn),-0.2,47.0,-7.4,0.1
Nc1ccc(Oc2ccc3ccccc3c2Cl)c(Cl)c1,2.2,10.0,-9.4,0.6
O=C(Nc1c(Cl)cccc1Cl)N[C@H]1C[C@H]2C(=O)N[C@H](CO)C(=O)N2C1,0.4,0.5,8.2,0.1
O=C1C2C3CCC(C3)C2C(=O)N1c1ccccc1 (stereo not drawn),1.0,-11.8,0.9,-0.1
Cc1ccccc1-c1nsc(SCC(=O)Nc2cccc(C)c2C)n1,-0.5,18.0,-12.1,0.9

Screens as filed in PubChem.
